TDP2 inh: blocks human TDP2 phosphodiesterase activity; recombinant TDP2, T5PNP hydrolysis, p-nitrophenol absorbance 415 nm; inhibition, % at 12.8 µM; 370,000 tested, 0.34% active;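 active means inhibition above the mean of all tested compounds plus 3 SD, set per campaign, cut at about 25% in these data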;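 further: 0% = DMSO with enzyme and 100% = buffer with substrate but no TDP2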
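System – recombinant human TDP2 · Quantity – TDP2 enzyme at 120 nM final · Doses – single concentration, 12.8 µM nominal, with 1% DMSO · Incubation – 2 h at 37 °C · Measured by – epi absorbance of p-nitrophenol freed from T5PNP by hydrolysis · Read-out – % inhibition relative to enzyme-containing and enzyme-free wells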
ARFGAP1 inh: inhibitors of rat ARFGAP1 | Q62848 | Arfgap1-stimulated ARF1 GTP hydrolysis, GDP FP detection | inhibition, % at 16.5 µM | 360,000 tested, 0.26% active | AID 651572;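 active means inhibition above a per-plate limit, mean inhibition of low control wells plus 3 SD, cut at about 25% in these data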;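 further: 0% = DMSO wells with enzyme and 100% = wells lacking Arfgap1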
Target sequence (Q62848 1-136 limits assumed): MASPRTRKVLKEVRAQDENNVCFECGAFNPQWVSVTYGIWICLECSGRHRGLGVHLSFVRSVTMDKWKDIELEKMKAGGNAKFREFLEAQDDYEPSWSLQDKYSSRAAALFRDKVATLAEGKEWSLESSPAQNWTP
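Replicates: Single well per compound | Assay system: Truncated rat Arfgap1 GAP domain | Control set: No-Arfgap1 wells (100%) versus DMSO full-reaction wells (0%) | Times: Enzyme reaction 120 min at 25 °C after 20 min preincubation | Reagent: Human ARF1(Δ1-17)-GTP substrate | Measured by: Tracer-displacement fluorescence polarization with EDTA stop, 620/688 nm | Measure: Percent inhibition of Arfgap1-stimulated GTP hydrolysis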
Tn6 DDE FP: inhibitors of Tn6 peptide binding to human fibrin DD(E) | P02675 | Fibrin DD(E) TRITC-Tn6 fluorescence polarization displacement | inhibition, % at 8.3 µM | 370,000 tested, 0.21% active;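 active means inhibition above a per-campaign cutoff: mean of compounds within control limits plus 3 SD, cut at about 15% in these data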;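 further: 0% = median of all compound wells on the plate and 100% = blocking peptide control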
PLC-beta3 inh: inhibitors of human phospholipase C beta3 | Q01970 | Purified PLC-beta3, fluorogenic substrate, fluorescence | inhibition, % at 12.2 µM | 370,000 tested, 0.18% active | AID 720704; in the data active means inhibition above about 11%;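 further: 0% = median of compound wells on plate and 100% = full blocker control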
ADAM17 inh: inhibitors of human ADAM17. recombinant ADAM17, EDANS/DABCYL FRET peptide cleavage. inhibition, % at 6.95 µM. 370,000 tested, 0.83% active;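 active means inhibition above the mean of compounds lying between control limits plus 3 SD, set per campaign, cut at about 8.5% in these data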;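 further: 0% = DMSO-only wells as the low control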
Tn7 DDE FP: DD(E)-Tn7 binding inhibition, primary FP screen. 370,000 tested, 0.13% active. FP displacement of FITC-Tn7 peptide from fibrin DD(E); 0% = median of compound wells per plate. P02675. inhibition, % at 8.3 µM;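 active means inhibition above the mean of compounds falling within the control limits plus 3 SD of them, cut at about 14% in these data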;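 further: 0% = plate median of compound wells and 100% = 10 µM Aha-Tn7 peptide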
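System: human fibrin DD(E); quantity: Fibrin-DD(E) at 2 µM final; also added: fluorescent Tn7 probe at 0.1 µM; compound dosing: single nominal test concentration of 8.3 µM per compound; schedule: 10 min preincubation, 3 h with tracer, room temperature; detection: fluorescence polarization of the labelled Tn7 tracer; repeats: one replicate per compound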
SIAE primary: human SIAE inhibition, primary screen; inhibition, % at 9.66 µM; 370,000 tested, 0.69% active; Q9HAT2; AID 1053197; SIAE FP-Rh probe binding, fluorescence polarization;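 active means inhibition above a cutoff: mean of compounds within the control limits plus 3 SD of those, cut at about 17% in these data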;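 further: 0% = plate median of compound wells and 100% = probe without SIAE protein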
PLCg1 inh: inhibitors of human phospholipase C gamma1. P19174. inhibition, % at 12.2 µM. 370,000 tested, 0.84% active. AID 720700. purified PLC-gamma1, fluorogenic substrate, fluorescence; in the data active means inhibition above about 9.5%
ADAM10 inh: ADAM10 inhibition, QFRET primary screen | O14672 | recombinant ADAM10, EDANS/DABCYL FRET peptide cleavage, 3 h | inhibition, % at 7 µM | 370,000 tested, 0.62% active;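 active means inhibition above a per-campaign cutoff equal to the mean of compounds falling between control-based bounds plus 3 SD, cut at about 20% in these data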;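 further: 0% = DMSO wells while the 100% control is not disclosed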
Target sequence (O14672 214-748 limits assumed): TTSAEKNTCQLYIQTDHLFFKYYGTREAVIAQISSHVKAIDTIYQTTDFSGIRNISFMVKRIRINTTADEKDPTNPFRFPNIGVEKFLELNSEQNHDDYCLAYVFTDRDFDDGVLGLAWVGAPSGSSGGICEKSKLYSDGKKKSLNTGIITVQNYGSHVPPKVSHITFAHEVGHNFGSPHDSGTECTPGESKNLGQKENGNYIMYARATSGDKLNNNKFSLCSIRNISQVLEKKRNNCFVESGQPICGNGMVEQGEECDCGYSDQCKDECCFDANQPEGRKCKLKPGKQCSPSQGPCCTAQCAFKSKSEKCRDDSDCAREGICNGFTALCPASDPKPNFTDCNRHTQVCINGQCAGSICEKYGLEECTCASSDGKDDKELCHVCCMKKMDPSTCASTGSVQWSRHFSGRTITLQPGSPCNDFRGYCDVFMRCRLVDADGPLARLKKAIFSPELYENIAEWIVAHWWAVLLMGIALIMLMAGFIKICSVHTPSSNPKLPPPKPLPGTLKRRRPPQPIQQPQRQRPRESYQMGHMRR
ASAP1 inh: blocks human ASAP1-stimulated Arf1 GTP hydrolysis; AID 624377; Q9ULH1; GDP FP detection; 360,000 tested, 0.19% active; inhibition, % at 16.5 µM; in the data active means inhibition above about 25%;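 further: 0% = vehicle with enzyme and substrate and 100% = no enzyme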
* = called active by the depositor; . = no result given.

The opening four entries, ahead of the listing:
SMILES	TDP2 inh	ARFGAP1 inh	Tn6 DDE FP	PLC-beta3 inh	ADAM17 inh	Tn7 DDE FP	SIAE primary	PLCg1 inh	ADAM10 inh	ASAP1 inh
Cc1ccc(OC(C)C(=O)Nc2ccccc2C(=O)N2CCOCC2)cc1 (stereo not drawn)	19	2	-5	-6	-1	7	7	0	-2	1
CCN(C(=O)COc1cccnc1[N+](=O)[O-])C1CCS(=O)(=O)C1 (stereo not drawn)	7	-19	7	4	0	-5	-2	-1	4	11
CCNC(=S)N/N=C/c1ccc(OCc2ccc(C(=O)OC)cc2)cc1	3	1	3	-13	1	-1	6	-10	-5	-5
CC(C)(C)C(=O)/C=C/c1ccc(Oc2ccccc2)cc1	-16	-1	0	2	0	-1	6	2	11	10

This part in full (from the top)
SMILES	TDP2 inh	ARFGAP1 inh	Tn6 DDE FP	PLC-beta3 inh	ADAM17 inh	Tn7 DDE FP	SIAE primary	PLCg1 inh	ADAM10 inh	ASAP1 inh
Cc1ccc(OC(C)C(=O)Nc2ccccc2C(=O)N2CCOCC2)cc1 (stereo not drawn)	19	2	-5	-6	-1	7	7	0	-2	1
CCN(C(=O)COc1cccnc1[N+](=O)[O-])C1CCS(=O)(=O)C1 (stereo not drawn)	7	-19	7	4	0	-5	-2	-1	4	11
CCNC(=S)N/N=C/c1ccc(OCc2ccc(C(=O)OC)cc2)cc1	3	1	3	-13	1	-1	6	-10	-5	-5
CC(C)(C)C(=O)/C=C/c1ccc(Oc2ccccc2)cc1	-16	-1	0	2	0	-1	6	2	11	10
CC(C)(C)c1ccc(CN2N=Nc3ccccc3S2(=O)=O)cc1	-7	4	0	-42	-2	6	13	-29	-6	-4
C[C@@H]1CC=C[C@@H]2[C@H]1C(=O)N(Cc1ccccc1)[C@H]2c1cccc(C#Cc2ccccc2)c1	8	5	7	-3	-6	1	-8	0	-12	-9
Cc1csc(NC(=O)CSc2nnc(-c3ccncc3)n2C)n1	-3	-7	-3	5	-1	-9	-5	1	-2	6
NCCCNc1ccc([N+](=O)[O-])cc1C(F)(F)F	-1	-3	-3	-1	-2	1	-3	-1	-6	1
Cc1ccc(S(=O)(=O)N2CCN(C(=O)c3n[nH]c(=O)c4ccccc34)CC2)c(C)c1	-2	-3	1	-13	-3	6	-1	0	-15	3
Fc1ccccc1N1CCN(c2nnnn2-c2ccccc2)CC1	-3	10	5	-6	0	0	1	3	1	-1
Cc1nn(Cc2ccc(C(=O)N3CCOCC3)o2)c(C)c1Br	-6	8	4	-3	-1	2	-9	0	7	-4
Cc1ccccc1-n1c(SC/C(O)=C(\C#N)c2nc3ccccc3[nH]2)nnc1-c1ccncc1	3	4	-1	-42	-10	-7	-4	-28	-20	-7
COc1cccc(NC(=O)CSC(N)=O)c1	7	-1	7	0	3	11	1	1	6	2
Cc1csc(=O)n1CCC(=O)OCC(=O)Nc1ccc(F)c(F)c1F	7	9	6	-5	-5	-1	0	2	-7	9
Cc1ccc(-n2c(Cc3cccs3)nnc2SCc2ccc(C#N)cc2)cc1	-1	.	-1	4	1	7	5	-1	0	.
Cn1c(=O)c(=O)n(C)c2cc(S(=O)(=O)CCC(=O)Nc3ccc(F)cc3)ccc21	4	-12	-11	1	-4	10	9	0	-11	2
COc1ccc2c(c1)c(=O)c(C(=O)c1ccc(C)cc1)cn2CC(=O)Nc1ccc(F)cc1	-3	-4	0	1	2	-10	-42	-3	-2	7
O=C1CSC(=O)N1CC(O)COc1ccc(Cl)cc1 (stereo not drawn)	2	17	3	-1	-3	1	1	2	6	7
Cn1c(CCCNC(=O)c2ccccc2)nc2ccccc21	6	-18	9	2	-7	8	8	-1	4	-11
O=C(c1ccccc1)N1CCN(C(=O)c2cc3ccccc3oc2=O)CC1	8	-5	-8	-3	-1	1	-8	1	3	16
COC(c1ccccc1)(c1ccccc1)C(Oc1nccc(C)n1)C(=O)O (stereo not drawn)	-11	9	2	-6	-6	-5	-4	-1	7	5
O=C1Oc2ccccc2C2(O)C3CCCCCC3C12 (stereo not drawn)	-11	-3	-7	-6	-9	-1	-4	-7	4	0
COc1ccccc1C(=O)N/C(=C/c1ccco1)C(=O)Nc1ccc(C(=O)O)cc1	2	-3	0	-50	-5	-8	-8	-27	-5	2
CCCC1c2ccc(C)n2CCN1C(=O)Nc1ccccc1Cl (stereo not drawn)	3	8	6	-49	-29	4	7	-34	-57	-2

Ordered by molecular weight (highest first): 3 of the compounds above
SMILES	TDP2 inh	ARFGAP1 inh	Tn6 DDE FP	PLC-beta3 inh	ADAM17 inh	Tn7 DDE FP	SIAE primary	PLCg1 inh	ADAM10 inh	ASAP1 inh
Cc1ccc(-n2c(Cc3cccs3)nnc2SCc2ccc(C#N)cc2)cc1	-1	.	-1	4	1	7	5	-1	0	.
O=C1CSC(=O)N1CC(O)COc1ccc(Cl)cc1 (stereo not drawn)	2	17	3	-1	-3	1	1	2	6	7
O=C1Oc2ccccc2C2(O)C3CCCCCC3C12 (stereo not drawn)	-11	-3	-7	-6	-9	-1	-4	-7	4	0

Additional results follow.
SMILES	TDP2 inh	ARFGAP1 inh	Tn6 DDE FP	PLC-beta3 inh	ADAM17 inh	Tn7 DDE FP	SIAE primary	PLCg1 inh	ADAM10 inh	ASAP1 inh
COc1ccc(C(c2sc3nc(C)nn3c2O)N2CCCCC2)cc1 (stereo not drawn)	-5	6	1	-2	2	2	-2	-2	2	8
CCn1cc(C(=O)OCC(=O)c2cc(C)n(-c3ccc(OC(F)F)cc3)c2C)c(=O)c2ccc(C)nc21	4	2	-3	1	2	0	5	1	5	-3
S=c1[nH]nc(-c2cccnc2)n1/N=C/C=C/c1ccccc1	0	-1	-1	1	-2	7	3	1	-2	-3
O=C(Cn1nnc2c(cnn2-c2ccc(F)cc2)c1=O)OC1CCCCC1	-9	-2	-1	-4	3	2	-1	-1	6	-6
CN(C)CCN(C(=O)c1ccc(S(=O)(=O)N(C)CC2CCCO2)cc1)c1nc2cc3c(cc2s1)OCO3 (stereo not drawn)	1	-1	8	-10	-15	3	1	-4	-3	-6
Cc1ccc(C(NC(=O)NN2CCN(C)CC2)C(Cl)Cl)cc1F (stereo not drawn)	-11	12	4	2	0	-3	9	6	9	-8
CCC(=O)Nc1ccc(N2CCN(Cc3ccccc3F)CC2)cc1	-17	7	-5	3	7	-1	-1	9	14	4
CC(C)C[C@@H](CO)NS(=O)(=O)c1c(F)cccc1F	12	-2	3	-1	-5	3	6	-3	-10	0
O=C(COc1cccc2c1CCN(Cc1ccccc1)C2=O)NCc1ccco1	-2	4	0	-4	0	2	5	-3	-6	-4
O=C(/C=C(\Nc1cc(Cl)c(Cl)c(Cl)c1)c1ccccc1)c1ccccc1	-14	-1	-3	2	2	-8	5	-2	1	6
CN1CCc2c(sc3nc(NN)n(Cc4ccccc4)c(=O)c23)C1	-5	-7	-1	-22	-16	2	11	-9	-40	9
COc1ccc(CC(=O)Oc2ccc(C(C)(C)C)cc2)cc1S(=O)(=O)N1CCOCC1	-12	6	-4	-12	7	2	9	1	2	-3
COc1ccc(-c2nnc(NC(=O)C(C)C)s2)c(OC)c1	7	1	3	-6	-38	-4	-2	-4	-123	11
CC(C)(C)CC(C)(C)c1ccc(O)c(Cc2ccc(Cl)cc2Cl)c1	-8	0	1	5	-1	8	-25	-2	1	-10
CC(OC(=O)c1ccc(Cl)nc1)C(=O)NC1CCCC1 (stereo not drawn)	5	0	-6	1	-5	3	19*	1	-9	-20
CN(C)c1ccc(/C=N/NC(=O)c2ccn(C)n2)cc1	-7	1	-12	-137	-4	0	0	-137	-31	7
COc1cc(C2C(C(=O)c3ccco3)=C(O)C(=O)N2c2cc(C)on2)ccc1OCc1ccccc1 (stereo not drawn)	1	0	8	-13	-1	-2	-2	-5	-2	-12
CN(C)/C=N/c1ncc(-c2ncc(C(F)(F)F)cc2Cl)cn1	-5	-4	10	1	0	-3	7	3	1	1
CCCCn1nnnc1C(c1ccccc1)N1CCN(c2ccc(OC)cc2)CC1 (stereo not drawn)	-10	7	-2	10	1	-4	4	4	3	21
CC(=O)Nc1ccc(C(=O)N2CCc3cc4c(cc3C2C)OCCCO4)cc1 (stereo not drawn)	1	13	-3	-6	-1	-9	12	-7	-18	4
COc1ccc(OC)c(S(=O)(=O)NCCc2csc(-c3cccnc3)n2)c1	-10	5	4	-8	-4	9	-6	1	-10	2
CC(C)Cn1c(=O)c2c(nc3n2CC(C)CN3Cc2ccccc2)n(C)c1=O (stereo not drawn)	2	-11	-5	-2	-3	3	0	-1	-3	-9
O=C(CN1CCc2ccccc21)NC(c1ccccc1)c1ccccc1	5	-17	2	2	0	-1	-3	1	0	-6
NC(=O)CSc1nnc(-c2ccncc2)n1-c1ccc(Cl)cc1	1	-10	-4	2	-2	5	-4	-1	-4	-6

Bioassay records deposited in PubChem by The Scripps Research Institute Molecular Screening Center.
